CHX counter: counter-screen for Shiga toxin inhibitors: cycloheximide protein synthesis inhibition; cell reporter, cycloheximide protein synthesis inhibition counterscreen; max response, %; actives 12% (n = 300,000); AID 2314; in the data active = max response mostly above about 13%, no sharp cut-off; inactive = mostly below about 14%; also: read at 38.3 µM for the half of the compounds with a filed dose; 0% is about no effect
TbPYK inhibitor: inhibitors of Trypanosoma brucei pyruvate kinase; Potency, µM (top dose mostly 76.8 µM), for inactives: at the highest dose activity, negative = inhibition, most hits filed as inhibitors; Q57TT1; TbPYK enzyme, Kinase-Glo Plus ATP luminescence, 45 min; actives 0.12% (n = 410,000); also: potency is read from the fitted curve at half-maximal effect; % is scaled to controls: 0 for no effect and ±100 for the full control effect; nearly all actives have a fitted effect of over 50% in size
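Glycolytic pyruvate kinase of T. brucei was incubated with substrate, test compound and 130 uM ADP for 45 minutes at room temperature. Luminescent Kinase-Glo Plus signal was measured after 10 minutes.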
AmpC inh no detg: inhibitors of E. coli AmpC beta-lactamase without detergent; AmpC nitrocefin hydrolysis, absorbance 480 nm, 0.0001% Triton; Potency, µM (doses to about 57.1 µM), for inactives: at the top dose activity change, negative = inhibition, usual class: inhibitors; actives 0.52% (n = 330,000); AID 485341;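 also: potency is read from the fitted curve at half-maximal effect; plate controls were no compound for no effect and no enzyme for full effect; nearly all actives have a fitted effect of over 20% in size; some results filed as inactive show a strong effect at the top dose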
Target sequence (P00811 whole entry, looked up): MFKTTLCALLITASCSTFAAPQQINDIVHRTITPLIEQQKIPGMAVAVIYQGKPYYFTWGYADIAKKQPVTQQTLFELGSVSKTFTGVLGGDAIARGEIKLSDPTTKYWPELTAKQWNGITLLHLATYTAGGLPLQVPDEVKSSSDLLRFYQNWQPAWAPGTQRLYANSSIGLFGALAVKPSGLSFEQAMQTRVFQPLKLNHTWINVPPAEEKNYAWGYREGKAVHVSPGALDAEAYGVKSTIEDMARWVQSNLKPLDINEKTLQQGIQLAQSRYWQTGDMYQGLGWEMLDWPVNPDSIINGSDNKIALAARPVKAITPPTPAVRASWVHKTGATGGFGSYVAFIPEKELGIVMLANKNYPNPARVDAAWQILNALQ
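AmpC (5.3 nM in the dispensed reagent) in 20 mM phosphate pH 7.0 with 0.01% (detergent screen) or 0.0001% Triton X-100 was preincubated with compounds for 15 min at room temperature. Nitrocefin was then added from an 800 uM solution, and hydrolysis was followed at 480 nm.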
Pf growth 48h: inhibits P. falciparum growth in the first generation, 48 h; P. falciparum luciferase growth in erythrocytes, 48 h; Potency, µM (series often up to 28.7 µM), for inactives: top-dose activity change, negative = inhibition, hits mostly inhibitors; actives 5.9% (n = 310,000); AID 504832; also: potency is read from the fitted curve at half-maximal effect; % is scaled to controls: 0 for no effect and ±100 for the full control effect
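Parasite viability was followed by luminescence of a genomically integrated firefly luciferase. Cultures held 0.1% parasitemia at 2% hematocrit (final), incubated under 5% CO2 at 37 C.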
Pf growth 96h: P. falciparum growth inhibition at 96 hours; actives 6.9% (n = 320,000); Potency, µM (top dose mostly 28.7 µM), for inactives: at the top dose activity change, negative = inhibition, hits mostly inhibitors; AID 504834; P. falciparum luciferase reporter growth, 96 h; also: potency is read from the fitted curve at half-maximal effect; % is scaled to controls: 0 for no effect and ±100 for the full control effect
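Luminescence readout: decreased luciferase signal marks inhibited growth of reporter-expressing P. falciparum in infected red cells (2% hematocrit, 0.05% parasitemia final), exposed to compound two generations (96 h, 37 C, 5% CO2).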
LmPK inh: LmPK (Leishmania mexicana) enzyme inhibition. Potency, µM (doses to about 57.5 µM), for inactives: at the highest dose activity change, negative = inhibition, usual class: inhibitors. actives 0.37% (n = 290,000). purified LmPK, Kinase-Glo ATP luminescence, 1 h. AID 1721; also: potency is read from the fitted curve at half-maximal effect; % is scaled to controls: 0 for no effect and ±100 for the full control effect
Target sequence (Q27686 whole entry, looked up): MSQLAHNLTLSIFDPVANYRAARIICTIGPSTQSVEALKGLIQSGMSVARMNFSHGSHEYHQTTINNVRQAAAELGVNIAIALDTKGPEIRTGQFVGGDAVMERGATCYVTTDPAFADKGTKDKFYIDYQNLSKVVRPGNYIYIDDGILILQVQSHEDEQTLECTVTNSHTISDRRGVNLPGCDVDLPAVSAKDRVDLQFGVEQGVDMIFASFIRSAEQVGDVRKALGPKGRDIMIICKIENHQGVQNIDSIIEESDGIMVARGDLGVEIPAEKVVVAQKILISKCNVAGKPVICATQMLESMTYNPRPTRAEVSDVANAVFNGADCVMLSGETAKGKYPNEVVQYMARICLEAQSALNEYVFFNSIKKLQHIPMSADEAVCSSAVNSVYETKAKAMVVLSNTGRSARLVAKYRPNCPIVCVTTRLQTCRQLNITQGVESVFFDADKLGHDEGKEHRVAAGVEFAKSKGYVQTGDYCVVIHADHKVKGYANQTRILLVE
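0.1 nM LmPK, 0.5 mM PEP, 0.1 mM ADP; 50 mM imidazole pH 7.2, 7 mM MgCl2, 50 mM KCl; 1 h RT. Kinase-Glo luminescence readout, normalized to no-enzyme (full inhibition) and uninhibited wells.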
Shiga toxin inh: blocks Shiga toxin action in Vero cells; AID 2315; inhibition, % at 38.7 µM; Vero cells, Shiga toxin protein synthesis inhibition reporter; actives 9.2% (n = 290,000); in the data active = inhibition mostly above about 28%, no sharp cut-off; inactive = mostly below about 43%; also: 0% is about no effect
An asterisk follows results filed as active; ? = inconclusive; . = no result given; [ ] = remark or other dose. Unless noted, calls follow the shape of the dose curve; as a rule, active = well fitted curve in the direction sought with a large enough effect; inconclusive = small, poorly fitted or top-dose-only effect, or another doubt; inactive = no such curve, though single readings can be large; an effect the other way counts as inactive or inconclusive.

SMILES	CHX counter	TbPYK inhibitor	AmpC inh no detg	Pf growth 48h	Pf growth 96h	LmPK inh	Shiga toxin inh
COCCn1c(=O)c2c(nc3n2CCN3c2ccc(C)cc2)n(C)c1=O	-3	.	-13%	-3%	48%[activator]	0%	-4
CCn1c(SCc2nc(-c3ccccc3)no2)nnc1-c1cccs1	6	-5%	-3%	.	-27%	-4%	-6
O=S1(=O)C=C(SCc2cccc(Cl)c2)Nc2ccccc21	-1	-3%	-55%	-7%	2%	1%	-10
O=C(NC1CCCCC1)c1cccc(COCC(F)(F)F)c1	11	3%	3%	-15%	-29%	1%	1
O=C(NC1CCCCC1)C1CCN(C(=O)c2ccc(Cl)cc2)CC1	-3	-5%	31%	-8%	13%	-4%	48
CC(=O)N1[C@H](C)C=C[C@]1(Cc1ccccc1)C(=O)NCc1cc(F)cc(C(F)(F)F)c1	-1	1%	43%	-15%	?	3%	4
Cc1cc(N2CCN(Cc3nc(-c4ccc(Cl)cc4)oc3C)CC2)cc(C)n1	-2	0%	76%[activator]	?	?	4%	-25
CSc1ccccc1C(=O)Nc1ccc2c(c1)OCO2	23*	-2%	-6%	24%	?	-22%	26*
O=C(COC(=O)c1n[nH]c2ccccc12)NC(=O)NC1CCCC1	-1	-13%	-29%	12%	.	7%	-16
COC(=O)c1sccc1NC(=O)Nc1ccccc1OC	2	1%	-48%	-11%	36%[activator]	-3%	59
COc1ccccc1NS(=O)(=O)c1ccc(O)c(C(=O)OCC(=O)N2c3ccccc3CC2C)c1 (stereo not drawn)	0	1%	-27%	-30%	4%	7%	15
CCC(=O)Nc1ccc(/C(C)=N/NC(=O)c2c(-c3ccccc3Cl)noc2C)cc1	2	3%	-7%	-19%	-2%	11%	15
CC(C)C(=O)Nc1cccc(C(=O)Nc2cc([N+](=O)[O-])ccc2Cl)c1	-2	-12%	-7%	?	7%	-8%	17
C=CCN1C=C2C(=O)C(C)(OC(=O)CCC(=O)OC)C(=O)C=C2C=C1C1CC1 (stereo not drawn)	0	-3%	22%	7.4µM*	2.6µM*	-2%[11.5 µM]	-5
COc1ccccc1NS(=O)(=O)c1cc(NC(=O)C(C)NC(N)=O)ccc1N1CCCC1 (stereo not drawn)	.	-19%	102%[activator]	?	?	.	.
c1cncc(-c2cccnc2)c1	-2	-6%	-11%	16%	.	-2%	-3
CCOc1ccc2c(c1)C(=O)C(=O)N2CC1COc2ccccc2O1 (stereo not drawn)	-3	0%	-14%	?	-6%	-1%	-7
COc1ccc(NC(=O)Cn2cc(S(=O)(=O)Cc3ccccc3)c3ccccc32)c(OC)c1	7	1%	-35%	?	?	5%	-7
COc1ccc(N(CC(=O)Nc2cccc(C(C)=O)c2)S(C)(=O)=O)cc1OC	-1	-2%	-5%	-7%	18%	3%	7
O=c1[nH]c(Nc2ccccc2)cc2ccccc12	9	-9%	-19%	?	1%	?	10
CCc1cccc(OCC(=O)Nc2ccc(C(=O)O)cc2NC(=O)COc2cccc(CC)c2)c1	-2	-4%	4%	?	?	-3%	-3
Cc1ccc(CNC(=O)C2CCC(=O)N(CCc3ccc(Cl)cc3)C2)cc1 (stereo not drawn)	46*	2%	180%[activator]	-12%	9.3µM*	-3%	85*
CCCc1nnc(SCC(=O)NC2CC2)n1C	-5	-8%	-18%	18%	-2%	1%	-10
COc1ccc(CN2CCC(C(=O)NCCc3ccc(OC)c(OC)c3)CC2)c(OC)c1	-2	-4%	-3%	.	?	0%	1
C#CCNC(=O)C1=C[C@@H](c2cn(C(C)=O)c3ccccc23)C[C@@H](OCCCCO)O1	8	-5%	111%[activator]	?	?	6%	1
COc1ccccc1-c1cc(C(=O)NC2CCCC2)no1	16*	-10%	-15%	28%	228%[activator]	3%	71*
Cc1ccccc1OCC(=O)NNC(=O)C1CC(=O)N(c2ccc3c(c2)OCCO3)C1 (stereo not drawn)	.	-3%	-10%	0%	?	.	.
CC(C)(C)c1ccc(NC(=O)Nc2ccc(OCC(=O)N3CCOCC3)cc2)cc1	35*	-3%	137%[activator]	212%[activator]	-38%	5%	93*
O=S(=O)(Cc1ccc(Cl)cc1)Nc1ccc(Cl)cn1	11	-8%	-29%	27%	-7%	10%	25*
c1ccc(-c2csc(-c3cccnc3)n2)cc1	28*	2%	-16%	-9%	24%	3%	89*

Ordered by heavy-atom count (low to high): some entries from above.
SMILES	CHX counter	TbPYK inhibitor	AmpC inh no detg	Pf growth 48h	Pf growth 96h	LmPK inh	Shiga toxin inh
c1ccc(-c2csc(-c3cccnc3)n2)cc1	28*	2%	-16%	-9%	24%	3%	89*
O=c1[nH]c(Nc2ccccc2)cc2ccccc12	9	-9%	-19%	?	1%	?	10
COc1ccccc1-c1cc(C(=O)NC2CCCC2)no1	16*	-10%	-15%	28%	228%[activator]	3%	71*
Cc1ccc(CNC(=O)C2CCC(=O)N(CCc3ccc(Cl)cc3)C2)cc1 (stereo not drawn)	46*	2%	180%[activator]	-12%	9.3µM*	-3%	85*
CC(C)(C)c1ccc(NC(=O)Nc2ccc(OCC(=O)N3CCOCC3)cc2)cc1	35*	-3%	137%[activator]	212%[activator]	-38%	5%	93*
Cc1ccccc1OCC(=O)NNC(=O)C1CC(=O)N(c2ccc3c(c2)OCCO3)C1 (stereo not drawn)	.	-3%	-10%	0%	?	.	.

Going on with the list.
SMILES	CHX counter	TbPYK inhibitor	AmpC inh no detg	Pf growth 48h	Pf growth 96h	LmPK inh	Shiga toxin inh
CCOc1cc(N2CCOCC2)c(OCC)cc1NC(=O)CN1C(=O)NC(Cc2ccccc2)C1=O (stereo not drawn)	1	11%	1%	-13%	3%[5.75 µM]	1%	13
CC(C)C1C(=O)CC(c2ccccc2)NC1c1ccccc1 (stereo not drawn)	-1	-3%	-5%	-28%	1.2µM*	1%	-9
CCO[C@H]1OC(C(=O)N2CCN(C)CC2)=C[C@@H](c2ccc(C(F)(F)F)cc2)[C@@H]1CCCO	-3	-3%	139%[activator]	?	-1%	-5%	-5
COc1cc(NS(=O)(=O)c2ccc(NC(=O)COc3ccc(C)cc3C)cc2)nc(OC)n1	7	-1%	-21%	7%	0%	4%	-17
CCN(CC)CCNC(=S)NC(=O)c1cn(-c2ccccc2)nc1-c1ccc(OC)cc1	-1	0%	96%[activator]	?	-6%	2%	-17
COc1ccc(C(=O)NCCn2cc(SCC(=O)NCC3CCCO3)c3ccccc32)cc1OC (stereo not drawn)	2	-5%	52%	8.3µM*	6.6µM*	8%	-11
O=C(O)COc1ccc(C(=O)Cc2ccc3c(c2)OCCCO3)c(O)c1	-1	3%	-26%	-16%	.	0%	11
Cc1scc(C(=O)NNC(=O)CCC(=O)O)c1C	2	-11%	14%	19%	61%[activator]	3%	7
CCC(=O)Nc1c(-c2ccc(C)cc2)nc2ccc(C)cn12	4	-7%	-24%	?	12µM*	1%	2
Cc1ccc(C)c(NC(=O)CSc2nc3ccc(N4C(=O)c5ccccc5C4=O)cc3s2)c1	-3	-10%	-50%	41%[activator]	4.1µM*	-3%	-6
CCc1ccccc1NC(=S)N(Cc1cccs1)C1CCCC1	-2	-2%	-18%	-8%	?	9%	-18
CCc1c(-c2n[nH]c(=S)n2Cc2ccccc2)csc1C	-1	?	-8%	7%	2%	?	-2
Cc1cccc(N2CCN(C(c3ccccc3)c3nnnn3CC3CCCO3)CC2)c1C (stereo not drawn)	-5	-4%	85%[activator]	?	.	-2%	19
CCCCN(C(=O)C(C)Oc1ccc(Br)cc1)c1c(N)n(Cc2ccccc2)c(=O)[nH]c1=O (stereo not drawn)	1	?	-19%	?	?	-2%	-30
O=C(CNc1cccc(S(=O)(=O)N2CCCCCC2)c1)Nc1cccc([N+](=O)[O-])c1	.	0%	-25%	?	?	.	.
CCN(Cc1ccccc1)S(=O)(=O)c1ccc2c(c1)NC(=O)CS2	-2	9%	-30%	7%	-8%	-2%	27
CCn1c(Cc2ccccc2)n[nH]c1=S	-2	?	-11%	24%	-7%	-2%	27
CCOc1ccc2c(c1)-c1c(ssc1=S)C(C)(C)N2	2	-5%	-50%	.	?	-4%	25
O=C(c1cccnc1)N1CCN(S(=O)(=O)c2ccc(Cl)cc2)CC1	-3	-4%	-1%	-21%	4.1µM*	-8%	-3
Cc1sc2ncnc(NCc3cccs3)c2c1C	-1	6%	-16%	1%	3%	-1%	-9
Cc1ccccc1NC(=S)N(Cc1ccccc1)Cc1cccnc1	11	-19%	1%	?	-5%	-5%	-13
COc1ccc2cc(C#N)c(SCC(=O)N3CCCC3)nc2c1	3	3%	-8%	-24%	138%[activator]	2%	14
CCc1ccc(NC(=O)C(=O)NCCN2CCN(C(=O)c3ccco3)CC2)cc1	7	-14%	38%	8%	?	-1%	-4
CCOc1ccccc1NC(=O)Nc1cnccn1	15	-11%	-22%	4%	19%	-5%	13
CCN1C(=O)[C@H]2[C@@H](c3ccc(-c4cc(C(C)=O)cs4)cc3)N3CCC[C@@]3(C(=O)OC)[C@H]2C1=O	.	1%	-13%	?	?	.	.
CCCNC(=O)CN1C(=O)NC(CCSC)C1=O (stereo not drawn)	-3	1%	-6%	1%	4%	1%	2
Cc1nc2sc(C(c3cccc(F)c3)N3CCOCC3)c(O)n2n1 (stereo not drawn)	-1	-1%	-6%	1%	?	0%	-18
NC(=O)c1ccsc1NC(=O)COC(=O)/C=C/c1ccccc1	.	1%	-40%	?	?	.	.
COc1ccc(OC)c(NC(=O)C(=O)NCc2ccncc2)c1	0	1%	-11%	29%	19%	0%	-7
CC1Cc2ccccc2N1C(=O)Cc1cccs1 (stereo not drawn)	-2	4%	-12%	0%	13%	-11%	-2
CCOC(=O)c1[nH]c2ccccc2c1NC(=O)C(CC)CC	-2	-4%	-6%	.	8%	-2%	-3
COc1ccc(C2=NO[C@@H]3[C@@H]4C[C@@H]([C@H]5C(=O)N(c6ccc7c(c6)OCO7)C(=O)[C@@H]45)[C@H]23)cc1OC	-4	-4%	122%[activator]	-2%	?	2%	-6
CCN(CC)Cc1ccc(OC)c(Cl)c1	0	0%	-19%	49%[activator]	45%	1%	-10
Cc1ccc(-n2c(SCC(=O)Nc3ccc4cn[nH]c4c3)nnc2-c2ccco2)cc1	2	-24%	-19%	?	11%	2%	-21
COc1ccc(/C=C/C(=O)OCC(=O)c2c(C)[nH]c3ccccc23)cc1OC	1	-4%	124%[activator]	?	?	1%	-12
Cn1c(=O)[nH]c(=O)c2c1nc(SCCN1CCCCC1)n2Cc1ccccc1	-1	-3%	-7%	?	-22%	-2%	-5
CC1=C(C#N)C(C)C2=C(CC(C)(C)CC2=O)N1 (stereo not drawn)	-3	-9%	-13%	10%	.	1%	-18
COc1cccc(OC)c1C(=O)N1CCN(Cc2ccccc2C(F)(F)F)CC1	8	-15%	110%[activator]	-21%	.	-11%	16
Cc1ccc(S(=O)(=O)c2c(N)n(CCCO)c3nc4ccccc4nc23)cc1	-4	-5%	11%	.	?	-2%	-8
CC1CCCN(S(=O)(=O)c2cccc(C(=O)NCc3ccco3)c2)C1 (stereo not drawn)	.	8%	-33%	?	?	.	.

High-throughput results (PubChem BioAssay)
